# COUP-TFII inh = inhibitors of human COUP-TFII (NR2F2) | P24468 | hit rate 0.7% among 370,000 | inhibition, % at 8.6 µM | HEK293T NGFI-A luciferase reporter, luminescence;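 active = inhibition above a per-plate cutoff, mean inhibition of test wells between control levels plus 3 SD, cut at about 38% in these data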;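 note: cells cotransfected with COUP-TFII expression vector driving the NGFI-A reporter; 0% = median of COUP-TF2 test wells and 100% = reporter-only cells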
# Target sequence (P24468 whole entry, looked up): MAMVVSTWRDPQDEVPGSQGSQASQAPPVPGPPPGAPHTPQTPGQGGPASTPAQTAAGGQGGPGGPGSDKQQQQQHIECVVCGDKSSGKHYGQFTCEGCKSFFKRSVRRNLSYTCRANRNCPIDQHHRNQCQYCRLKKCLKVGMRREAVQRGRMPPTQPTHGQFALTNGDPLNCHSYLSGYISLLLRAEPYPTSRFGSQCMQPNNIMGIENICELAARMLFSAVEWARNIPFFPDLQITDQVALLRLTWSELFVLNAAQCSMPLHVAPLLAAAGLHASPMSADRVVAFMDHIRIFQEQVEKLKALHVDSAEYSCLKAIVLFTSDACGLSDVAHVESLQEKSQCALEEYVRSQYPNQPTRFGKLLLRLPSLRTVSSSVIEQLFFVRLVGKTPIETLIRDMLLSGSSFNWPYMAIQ
# SRC3 inh = human NCOA3 inhibition; inhibition, % at 3.6 µM; HEK293 GAL4-SRC3 luciferase reporter, luminescence; Q9Y6Q9; hit rate 0.17% among 360,000; AID 588352;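 active = inhibition above a per-campaign cutoff, the mean of all compounds plus 3 SD, cut at about 60% in these data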;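 note: 0% = DMSO-treated cells and 100% = gossypol-treated cells at 36 µM; higher means less SRC3-driven luciferase light from the GAL4 reporter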
# TROY signal inh = inhibitors of TROY-dependent NF-kB signaling. Q293 LMP1-TROYcd NF-kB luciferase reporter, 4 h. inhibition, % at 10 µM. hit rate 0.98% among 360,000. AID 1347056;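 active = compounds whose plate-normalised and pattern-corrected inhibition of the luciferase reporter signal at the single screening dose is 50% or more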
# C8 TRAIL sens = caspase-8 TRAIL sensitization | inhibition (viability loss, TRAIL sensitization), % at 10 µM | NB7+C8 cells + TRAIL, ATPlite viability luminescence | hit rate 1% among 360,000;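 active = compounds causing at least 50% loss of cell viability in the single-dose screen, relative to plate controls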
# TWEAK-Fn14 inh = inhibitors of TWEAK-Fn14 interaction signaling. TWEAK-stimulated Fn14 reporter cells, luciferase luminescence, 8 h. inhibition, % at 10 µM. hit rate 2% among 360,000. AID 1159606; in the data active = inhibition above about 50%
# NR5A2 inv ag = inverse agonists of human LRH-1 (NR5A2); HEK293T StAR-luciferase reporter, LRH-1 transfected, 24 h; inhibition, % at 3.6 µM; hit rate 0.13% among 360,000; AID 602396;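 active = inhibition above the mean inhibition of all tested compounds plus 3 SD, cut at about 73% in these data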;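 note: 0% = DMSO wells and 100% = reporter-only cells lacking LRH-1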
# Target sequence (O00482 whole entry, looked up): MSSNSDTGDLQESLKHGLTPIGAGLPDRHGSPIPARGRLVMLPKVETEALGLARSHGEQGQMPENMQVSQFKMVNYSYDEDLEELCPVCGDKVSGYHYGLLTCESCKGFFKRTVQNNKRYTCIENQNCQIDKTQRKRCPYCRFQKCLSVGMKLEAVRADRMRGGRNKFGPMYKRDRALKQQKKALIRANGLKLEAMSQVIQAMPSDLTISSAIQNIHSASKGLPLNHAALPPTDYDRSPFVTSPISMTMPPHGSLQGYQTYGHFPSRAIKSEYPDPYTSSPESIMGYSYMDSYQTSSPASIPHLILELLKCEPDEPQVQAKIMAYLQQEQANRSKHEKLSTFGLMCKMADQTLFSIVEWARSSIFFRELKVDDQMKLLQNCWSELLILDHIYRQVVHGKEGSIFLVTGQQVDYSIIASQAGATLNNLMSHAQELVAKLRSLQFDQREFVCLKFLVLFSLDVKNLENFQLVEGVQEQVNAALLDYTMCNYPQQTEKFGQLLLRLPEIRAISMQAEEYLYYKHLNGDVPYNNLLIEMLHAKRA
# NCOA1 inh = inhibitors of human steroid receptor coactivator 1 (SRC1); Q15788; HEK293 GAL4-SRC1 luciferase reporter, luminescence; inhibition, % at 3.6 µM; hit rate 0.12% among 360,000; AID 588354;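 active = inhibition above the campaign mean plus 3 SD, with each screening campaign given its own cutoff, cut at about 60% in these data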;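 note: 0% = DMSO treated cells and 100% = gossypol at 36 µM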
# KKLEB tox = CF airway cell cytotoxicity counter-screen; activity change (cytotoxicity), % at 5 µM; AID 602141; hit rate 0.36% among 360,000; KKLEB CF airway cells viability, ATPlite luminescence, overnight; stronger effect = lower value; cells stimulated with P. aeruginosa culture filtrate;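 active = corrected activity change at or below -50% at 5 µM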
# Shn3 inh set2 = inhibitors of Schnurri-3 3'UTR reporter in osteoblasts. Clone20 osteoblast Shn3 3'UTR firefly luciferase, 24 h. AID 588674. hit rate 0.52% among 360,000. inhibition, % at 12.5 µM;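 active = mean inhibition of at least 75% with every replicate also reaching 75%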;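 note: 0% = median of neutral control wells and 100% = pilot-screen positive control compound; some compounds past the cut are filed as inactive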
# CF NFkB inh = cystic fibrosis NF-kB activation inhibition | KKLEB NF-kB-GFP reporter, PAF-induced, GFP fluorescence overnight | inhibition, % at 5 µM | hit rate 0.86% among 360,000 | AID 588850;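 active = at least 50% inhibition at 5 µM, scaled per plate between neutral and stimulator controls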;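 note: PAF is a Pseudomonas aeruginosa culture filtrate used as stimulus; plate controls were PAF-stimulated DMSO wells for no effect and unstimulated DMSO wells for full effect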
# LMP1 NFkB inh = Epstein-Barr LMP1 NF-kappaB reporter inhibition | inhibition, % at 12.5 µM | hit rate 0.69% among 350,000 | AID 504558 | LMP1-induced NF-kappaB luciferase reporter cells, luminescence; in the data active = inhibition above about 41%;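 note: 0% = neutral control wells and 100% = reference inhibitor control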
# * hit, by the source's call; / = not tested or not shown; & = joins results of further samples. A portion of the library; count on the stated rates, not on these rows.
SMILES,COUP-TFII inh,SRC3 inh,TROY signal inh,C8 TRAIL sens,TWEAK-Fn14 inh,NR5A2 inv ag,NCOA1 inh,KKLEB tox,Shn3 inh set2,CF NFkB inh,LMP1 NFkB inh
Cc1ccc(N=Cc2sc(O)c3ccccc23)c(C)c1,-15,-58,8,-18,6,22,-37,5,-95,-30,-21
COC(=O)c1ccc(NC(=S)N2CCN(Cc3ccc(Cl)cc3)CC2)cc1,5,-8,12,0,6,8,-1,-16,19,-6,9
CC(=O)Nc1c(Cl)cc2c(c1Cl)C(=O)c1ccccc1-2,13,-11,-14,-4,0,15,-3,0,-6,2,10
O=C(CSc1nc(=O)n(CCN2CCOCC2)c2c1CCCC2)Nc1ccccc1Cl,7,-25,-13,-12,13,-24,-24,4,12,-4,-6
CC(=O)C1CCC2C3CC(O)C4=CC(=O)CCC4(C)C3C(=O)CC12C (stereo not given),1,-12,1,-7,22,8,-5,-33,17,4,3
O=C(Nc1ccccc1)N1CCc2ccccc21,-56,-56,-46,37,4,-112,-97,2,-52,-4,-31
COc1cccc(CNC(=O)C2CCN(S(=O)(=O)c3c(C)nn(C)c3C)CC2)c1,-9,-10,-32,-2,-16,-16,-7,2,-4,-2,-4
CC(=O)Nc1ccc(SCC(=O)Nc2ccc3c(c2)OCCO3)cc1,-20,-36,-36,4,-9,40,-18,-13,-7,11,-1
C=CCn1c(SCC(=C)C)nc2c1c(=O)[nH]c(=O)n2C,-2,-8,6,2,-8,10,-11,-5,9,5,-7
O=C(CSc1cc(Cl)ccc1Cl)NCCCn1ccnc1,12,5,7,25,-4,-26,15,0,-5,-6,-3
O=C(CCc1ccncc1)NC1CCCc2c1cnn2-c1ccc(F)cc1F (stereo not given),20,38,1,7,18,5,6,6,33,1,16
CCOC(=O)Cc1csc(SC(C)C(=O)Nc2ccc(NC(C)=O)cc2)n1 (stereo not given),-7,13,-10,0,9,-2,10,-2,12,10,5
O=C(COc1cccc2cccnc12)N/N=C1\SCC(=O)N1Cc1ccccc1,8,-5,1,0,8,6,3,0,-5,1,-4
CCOc1ccc(N(Cc2cc3ccc(C)cc3[nH]c2=O)S(C)(=O)=O)cc1,-20,-11,6,4,-5,-9,0,5,13,4,10
CC(=O)Nc1ccc(S(=O)(=O)N2CCC(C(=O)NC3CCCC3)CC2)cc1,-1,9,-19,-8,-2,-5,-4,6,11,-17,-5
O=C(c1cccc(C(F)(F)F)c1)C1CCCN(C(=O)CCCN2CCCC2=O)C1 (stereo not given),5,3,3,3,-7,12,-13,4,19,-5,-7
COc1cccc(CNc2nc3cc(-c4ccccc4C)sc3c(=O)n2C)c1,12,-4,-1,-11,30,-10,4,-10,-5,23,/
CC(=O)c1cccc(NC(=O)CCCN(C)S(=O)(=O)c2ccc(F)cc2)c1,-1,11,-11,0,23,15,21,-2,2,4,1
Cc1cc(C(=O)C(=O)NC(C)C)c(C)n1-c1ccc([N+](=O)[O-])cc1,-5,19,4,-2,14,-9,-9,-10,11,-11,6
Cc1ccccc1NC(=O)CSc1nnc2ccc(-c3ccncc3)nn12,13,8,1,1,4,-16,9,-3,5,7,3
CC(C)NC(=O)CSc1nc2ccccc2n1CC(=O)N(C(C)C)C(C)C,2,11,16,3,7,22,0,-14,6,17,0
O=C(O)CC(NC(=O)c1ccco1)c1ccco1 (stereo not given),-5,-11,5,-5,3,-25,-2,1,-7,22,-2
COc1cc(/C=N/NS(=O)(=O)c2ccc(C)c([N+](=O)[O-])c2)ccc1O,-8,-6,0,-2,13,16,3,4,3,-12,-1
Cc1ccc(-c2csc3nc(C)n(N)c(=O)c23)o1,-20,-34,-33,-15,-14,-50,-104,15,-48,2,-11
CN(C)CCOC(=O)C1(c2ccccc2)CCOCC1,4&7,8&21,-11&-1,2&-10,-4&-1,4&-5,0&3,5&-1,10&1,5&0,4&0
O=C(NCC(c1cccnc1)N1CCOCC1)c1ccco1 (stereo not given),-1,9,-3,-14,2,11,-3,-1,-9,6,0
COc1cc2nc(CN(C)Cc3ccc(F)cc3)[nH]c(=O)c2cc1OC,-9,7,-3,-7,7,0,-3,7,1,-15,-10
Cc1ccc(-c2cc(C(=O)NC3=NCCS3)c3ccccc3n2)cc1C,-27,-41,-59,47,-1,-68,-60,-12,-88,-3,-10
N#CC1=C(N)Oc2nc(-c3ccccc3)[nH]c2C1c1cccnc1 (stereo not given),11,-4,21,-20,10,7,-6,-3,3,9,6
Cc1ccc(NC(=O)CSC(C)c2nc3ccccc3c(=O)[nH]2)cc1 (stereo not given),20,5,6,0,5,-9,-11,2,-5,16,-3
CCCC(CCC)C(=O)Nc1cccc(-c2cn3c(n2)SCC3)c1,6,4,5,-5,23,-17,-1,10,-3,-20,-5
COc1ccc(CN2C(=O)C(CC(=O)NCCc3ccccn3)CC(C(=O)N3CCOCC3)=C2C)cc1 (stereo not given),-7,8,-9,27,-18,2,17,1,-11,4,/
CCOC(=O)C(NC(=O)Nc1ccc(Cl)cn1)(Oc1ccccc1)C(F)(F)F (stereo not given),18,16,-16,3,12,-22,-15,4,-14,29,9
Cc1ccc(C(=O)Oc2ccccc2N2C(=O)C3CCC(C)CC3C2=O)cc1 (stereo not given),15,-20,1,-2,24,-2,-7,7,-6,-1,0
CC12CCC(O)CC1=CCC1C2CCC2(C)c3[nH]ncc3CC12 (stereo not given),-1,0,51*,8,12,18,11,-5,-6,6,2
CCOC(=O)c1nnc(-c2ccccc2)nc1Sc1c(Cl)cccc1Cl,-11,16,9,38,27,13,1,-2,-9,22,-1
COc1ccc(N2CC(C(=O)NNC(=O)c3ccc(Br)cc3)CC2=O)c(OC)c1 (stereo not given),-1,7,2,-1,-14,10,-13,-3,-3,-8,-2
CCOC(=O)Cn1nc(C)c(NC(=O)COc2ccccc2)c1C,-10,-2,2,-5,-1,0,-10,6,-7,-6,1
Cc1cc(C)c2oc(C(=O)NC3CCS(=O)(=O)C3)cc(=O)c2c1 (stereo not given),-10,-10,0,-3,-1,14,-6,16,13,-36,4
O=C(OCc1cccc(Cl)c1)c1cc([N+](=O)[O-])ccc1N1CCOCC1,-2,5,67*,20,2,-18,-2,-20,7,17,-22
CCOc1ccc(NC(=O)CSc2n[nH]c(N)n2)c([N+](=O)[O-])c1,-16,3,-1,-8,2,5,-6,-7,12,13,-7
Cc1ccc(-c2csc(NC(=O)CSC3=NCCS3)n2)cc1,5,-27,-14,-7,8,-47,-18,25,-42,-5,2
COC(=O)C1=C(C(=O)OC)[C@@H]2N(C)c3ccc(OC)cc3[C@@]23C[C@@H](C(=O)OC)N(S(=O)(=O)c2ccc([N+](=O)[O-])cc2)C3=N1,-9,-7,3,-8,-11,0,4,-6,15,9,12
O=C(Nc1ccccc1C(F)(F)F)N1CCCC(O)C1 (stereo not given),10,-7,11,-6,12,-4,4,-3,-13,8,0
COC1C/C(=N\O)C2OC(c3ccccc3)OCC2O1 (stereo not given),7,25,10,-2,27,9,-4,-7,13,-20,4
CCOc1ccc(C(=O)Nc2cc(C)c3c(=O)oc4ccccc4c3n2)cc1,3,-5,-18,56*,-4,-6,-2,-2,14,-28,0
Cc1cc(C)cc(NC(=O)NCc2ccccn2)c1,-9,1,-12,8,1,-1,-9,-5,8,-3,-2
Cc1ccc(NC(=S)NCCc2ccc(Cl)cc2)c(C)c1,-3,-17,-24,-16,-14,-10,-14,2,3,0,-6
CC(C)CCN1C(=O)c2ccccc2C1C(=O)NCc1cccnc1 (stereo not given),-11,-13,-1,-6,-8,-7,-19,6,-14,-2,4
c1nc(NCc2ccc3c(c2)OCO3)c2cc(-c3ccc4c(c3)OCCO4)ccc2n1,8,6,21,-2,-10,17,9,8,-23,10,-10
CSc1nsc(/C=C/Nc2ccc(C(=O)O)cc2)c1C#N,5,-15,-4,-10,-6,3,-10,-12,9,7,-1
CCN(CC)S(=O)(=O)c1cccc(C(=O)Nc2cc(C)cc(C)c2)c1,-2,-4,-37,1,-35,-24,-28,9,-13,13,-32
CC[n+]1cccc(-c2nc3ccccc3s2)c1,24,24,64*,-1,69*,16,21,1,2,-5,23
Cc1nc(SCC(=O)N(C)C2CCS(=O)(=O)C2)c(C#N)c(C)c1C (stereo not given),-11,1,4,-2,9,16,2,-14,1,-8,0
CCC(C)C(=O)Nc1nnc(SCC(=O)Nc2ccccc2F)s1 (stereo not given),-3,16,-8,-6,-5,-3,-11,3,-2,-4,2
S=C(NCc1ccc(Cl)cc1Cl)Nc1ccccc1,3,4,18,11,10,-4,9,4,-17,0,-2
Cn1nnnc1SCc1cc(=O)[nH]c2ccccc12,7,-8,-28,-15,2,-3,-10,-6,-6,11,3
CN(C)C(=O)c1ccc(-c2cc3onc(-c4ccccc4)c3c(=O)n2C)cc1,9,-85,22,22,44,-67,-83,-18,-6,6,-2
C=CC(C)(O)CCC=C(C)C (stereo not given),14,18,9,-8,-29,4,-5,3,-20,4,-7
O=c1c(Cc2c(F)cccc2Cl)c(O)ccn1C1CC1,12,5,-10,-1,-6,-14,-7,-5,0,22,-3

# (continued)
SMILES,COUP-TFII inh,SRC3 inh,TROY signal inh,C8 TRAIL sens,TWEAK-Fn14 inh,NR5A2 inv ag,NCOA1 inh,KKLEB tox,Shn3 inh set2,CF NFkB inh,LMP1 NFkB inh
COc1ccc(C(=O)N2CC3(CC(c4ccc(Cl)cc4)=NO3)C[C@H]2C(=O)NCC(N)=O)cc1 (stereo not given in full),-15,-15,3,3,-5,9,-5,-5,-29,-12,-1
CC(C)(C)OC(=O)N[C@@H](C(=O)OC(C)(C)C)c1ccccc1,5,-4,-8,4,-14,22,2,-11,0,16,0
Cc1ccccc1-c1nc(-c2ccc(NC(=O)c3ccc4c(c3)OCO4)cc2)no1,-4,-38,-47,29,20,-79,-39,-37,8,40,0
Cc1c(OCC(=O)NCc2ccccn2)ccc2c(-c3ccccc3)cc(=O)oc12,3,2,6,-9,-26,-13,-6,2,11,-16,-5
CCOCCCNC(=O)/C(C#N)=C/c1cc(C)c(O)c(C)c1,-13,-1,-1,-10,-7,-20,-7,-1,9,10,1
O=C(Nc1ccc(SC(F)F)cc1)C1=COCCO1,-40,-85,-43,37,4,-114,-92,-9,-70,-1,4
CSc1nc2nccc(-c3ccc4c(c3)OCO4)n2n1,-12,-6,-4,-9,-3,2,-48,-1,14,-7,-2
Cc1ccc(NC(=O)Cn2cc3c(n2)CCC(C)C3)cc1 (stereo not given),12,-7,-10,2,-8,5,-42,4,-5,6,0

# Part of the list above in order of length of the SMILES, smallest number first.
SMILES,COUP-TFII inh,SRC3 inh,TROY signal inh,C8 TRAIL sens,TWEAK-Fn14 inh,NR5A2 inv ag,NCOA1 inh,KKLEB tox,Shn3 inh set2,CF NFkB inh,LMP1 NFkB inh
CSc1nc2nccc(-c3ccc4c(c3)OCO4)n2n1,-12,-6,-4,-9,-3,2,-48,-1,14,-7,-2
CCOCCCNC(=O)/C(C#N)=C/c1cc(C)c(O)c(C)c1,-13,-1,-1,-10,-7,-20,-7,-1,9,10,1
COc1ccc(C(=O)N2CC3(CC(c4ccc(Cl)cc4)=NO3)C[C@H]2C(=O)NCC(N)=O)cc1 (stereo not given in full),-15,-15,3,3,-5,9,-5,-5,-29,-12,-1
